Assay outcomes as filed in PubChem.
HT1080 IDH1KD tx: toxicity to HT-1080 IDH1 knockdown cells (counter line); AID 686971; HT-1080 IDH1 knockdown viability, ATP luminescence, 48 h; actives 2% (n = 360,000); Potency, µM (series often up to 46.1 µM), without a hit: at the top dose activity, negative = toxicity, usual class: cytotoxic;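 further: 0% = DMSO wells and -100% = cell-free medium wells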
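In this qHTS, HT-1080 cells depleted of IDH1 are exposed for 48 h at 37 °C to compound titrations. Toxicity is scored from CellTiter-Glo luminescence, with DMSO as full viability and medium alone as none.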
KB-3-1 cytotox: kills parental KB-3-1 adenocarcinoma cells. actives 1.4% (n = 400,000). KB-3-1 viability, CellTiter-Glo ATP luminescence, 72 h. Potency, µM (doses to about 46.1 µM), without a hit: at the top dose activity change, negative = cytotoxic, usual class: cytotoxic; further: on the % scale 0 is the no-effect control and ±100 the full control effect; nearly all actives have a fitted effect of over 60% in size
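KB-3-1 cells, DMEM (no phenol red) + 10% FBS; compound by pin transfer, 72 h, 37 °C. Readout: CellTiter-Glo luminescence after 10 min. Data normalized, curve-fitted.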
GLP-1R inv ag: acts as inverse agonist at human GLP-1 receptor; AID 624417; actives 1.6% (n = 410,000); P43220; HEK293 GLP-1R CRE-luciferase, luminescence, 24 h; GLP-1R form is constitutively active; Potency, µM (titrated, usually from 38.3 µM), without a hit: top-dose activity change, negative = inhibition, most hits filed as inhibitors; further: on the % scale 0 is the no-effect control and ±100 the full control effect; nearly all actives have a fitted effect of over 55% in size
Target sequence (P43220 whole entry, looked up): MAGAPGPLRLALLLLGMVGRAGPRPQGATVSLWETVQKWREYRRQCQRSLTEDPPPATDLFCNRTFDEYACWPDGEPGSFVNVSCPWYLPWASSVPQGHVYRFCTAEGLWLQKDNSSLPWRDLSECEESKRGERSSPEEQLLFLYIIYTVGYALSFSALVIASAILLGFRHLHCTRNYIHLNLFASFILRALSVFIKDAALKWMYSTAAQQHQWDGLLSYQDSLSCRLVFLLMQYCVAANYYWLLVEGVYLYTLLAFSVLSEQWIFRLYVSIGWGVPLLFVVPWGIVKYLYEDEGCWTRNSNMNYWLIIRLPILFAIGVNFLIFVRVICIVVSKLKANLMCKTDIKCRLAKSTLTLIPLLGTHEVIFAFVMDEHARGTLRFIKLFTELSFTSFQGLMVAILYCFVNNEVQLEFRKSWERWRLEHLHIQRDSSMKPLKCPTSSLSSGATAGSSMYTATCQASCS
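Using stably transfected HEK293 (constitutively active GLP-1R, cAMP-luciferase reporter), compounds were incubated 24 hr and luciferase measured by luminescence.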
GLP1R cytotox: cytotoxic in the GLP-1 receptor inverse agonist counter-screen; HEK293 cAMP-luciferase reporter cells, luminescence, 24 h; Potency, µM (doses to about 38.3 µM), for the others: top-dose activity change, negative = inhibition, usual class: inhibitors; actives 0.13% (n = 410,000);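 further: loss of luciferase light is scored as toxicity; on the % scale 0 is the no-effect control and ±100 the full control effect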
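1536-well qHTS counterscreen of the MLSMR; 200 cells/uL, 12 h pre-incubation, 23 nL cpd, 24 h at 37 deg C 5% CO2, luciferase detection reagent, 12 min RT, luminescence. Inhibition = undesired.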
SW480 rerep: induces DNA re-replication in SW480 colon adenocarcinoma cells; SW480 DNA re-replication, Hoechst DNA content imaging, 48 h; Potency, µM (titrated, usually from 46.1 µM), without a hit: top-dose re-replication activation, usual class: activators; actives 1.8% (n = 340,000); AID 624297; further: % of control where 0% means no effect; nearly all actives have a fitted effect of over 55% in size
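Image-based read-out: total Hoechst fluorescence of nuclei (405 nm excitation, 500-530 nm emission), with hits raising the fraction of high-intensity nuclei. SW480 colon cells incubated 48 hr with compounds at 37 C.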
GLP1R ag: agonists of human GLP-1 receptor | HEK293 GLP-1R CRE-luciferase, luminescence, 4-6 h; cells express a hypersensitive GLP-1R form | Potency, µM (top dose mostly 45.6 µM), inactives show at the top dose activation, most hits filed as activators | actives 0.007% (n = 380,000) | AID 624172; further: % of control where 0% means no effect
TDP-43 yeast inh: rescues yeast growth from TDP-43 toxicity; TDP-43 expressing yeast growth rescue, BacTiter-Glo, 24 h; actives 1.8% (n = 410,000); Potency, µM (top dose mostly 46.1 µM), for the others: at the highest dose growth rescue (activation), hits mostly activators; further: % of control where 0% means no effect; nearly all actives have a fitted effect of over 50% in size
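Yeast cells expressing TDP-43 under galactose induction are exposed to compounds for 24 hr at 30 deg C. BacTiter-Glo luminescence measures growth, so protective compounds score as activators.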
HT1080-NT tox: kills 2HG-producing HT-1080-NT fibrosarcoma cells | HT-1080-NT fibrosarcoma viability, CellTiter-Glo ATP luminescence, 48 h | Potency, µM (doses to about 46.1 µM), without a hit: at the highest dose activity, negative = less viability, hits mostly cytotoxic | actives 1.6% (n = 360,000) | AID 686970;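 further: NT is the 2HG producing partner of a matched IDH1 knockdown line; 0% = DMSO-treated cells and -100% = media-only wells without cells; nearly all actives have a fitted effect of over 55% in size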
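HT-1080-NT fibrosarcoma cells (2HG-overproducing), 750 cells/well in RPMI with 5% FBS, dosed after 2 h and incubated 48 h at 37C. CellTiter-Glo luminescence normalized to DMSO and no-cell wells; concentration-response curves fitted and classed.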
KB-V1 cytotox: kills drug-selected multidrug resistant KB-V1 cells; KB-V1 MDR cells viability, CellTiter-Glo, 72 h; Potency, µM (series often up to 46.1 µM), for the others: at the highest dose activity change, negative = cytotoxicity, usual class: cytotoxic; actives 3.4% (n = 400,000); further: on the % scale 0 is the no-effect control and ±100 the full control effect; nearly all actives have a fitted effect of over 60% in size
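Cells of the MDR subline KB-V1 are plated, dosed with compound at multiple concentrations, and incubated 72 h at 37 degrees C; CellTiter-Glo is then added and luminescence read after 10 min.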
The depositor's hits bear a star; & = joins results of further samples; [ ] = another dose, or the depositor's remark. The call rests on the fitted dose curve; in most records, active means well fitted curve in the direction sought with a large enough effect; inconclusive means small, poorly fitted or top-dose-only effect, or another doubt; inactive means no such curve, though single readings can be large; an effect the other way counts as inactive or inconclusive. Potency means the concentration at half of the fitted maximal effect.

Start of the listing, in advance:
What do the screens show for `Cc1ccc(C)c(NC(=O)COC(=O)CC2c3ccccc3CCN2S(=O)(=O)c2ccc(F)cc2)c1` (centres undefined)?
HT1080 IDH1KD tx: -22%; KB-3-1 cytotox: -8%; GLP-1R inv ag: -32%; GLP1R cytotox: 28%; SW480 rerep: 0%; GLP1R ag: 0%; TDP-43 yeast inh: 5%; HT1080-NT tox: -4%; KB-V1 cytotox: 21µM*

Results for Nc1ncc(CN2CCCC(C(=O)Nc3ccc(-c4ccco4)cc3)C2)cn1 (centres undefined) ?
HT1080 IDH1KD tx: -19%; KB-3-1 cytotox: 27%; GLP-1R inv ag: -28%; GLP1R cytotox: -1%; SW480 rerep: 6%; GLP1R ag: 17%; TDP-43 yeast inh: 2%; HT1080-NT tox: -5%; KB-V1 cytotox: -16%

The listing, from the start:
What do the screens show for `Cc1ccc(C)c(NC(=O)COC(=O)CC2c3ccccc3CCN2S(=O)(=O)c2ccc(F)cc2)c1` (centres undefined)?
HT1080 IDH1KD tx: -22%; KB-3-1 cytotox: -8%; GLP-1R inv ag: -32%; GLP1R cytotox: 28%; SW480 rerep: 0%; GLP1R ag: 0%; TDP-43 yeast inh: 5%; HT1080-NT tox: -4%; KB-V1 cytotox: 21µM*

Results for Nc1ncc(CN2CCCC(C(=O)Nc3ccc(-c4ccco4)cc3)C2)cn1 (centres undefined) ?
HT1080 IDH1KD tx: -19%; KB-3-1 cytotox: 27%; GLP-1R inv ag: -28%; GLP1R cytotox: -1%; SW480 rerep: 6%; GLP1R ag: 17%; TDP-43 yeast inh: 2%; HT1080-NT tox: -5%; KB-V1 cytotox: -16%

What do the screens show for `COc1ccc(-c2nnc(SCC(=O)Nc3ccc(Cl)cc3)s2)cc1`?
KB-3-1 cytotox: 12%; GLP-1R inv ag: 7%; GLP1R cytotox: 2%; TDP-43 yeast inh: 3%; KB-V1 cytotox: 4%

What do the screens show for `CCN1CCN(c2csc3ccc(Cl)cc3c2=O)CC1`?
KB-3-1 cytotox: 0%; GLP-1R inv ag: 15%; GLP1R cytotox: 14%; TDP-43 yeast inh: -96%[inhibitor]; KB-V1 cytotox: 1%

What do the screens show for `Cc1ccc[n+](CC(=O)Nc2ccc(Cl)c([N+](=O)[O-])c2)c1`?
HT1080 IDH1KD tx: -3%; KB-3-1 cytotox: 12%; GLP-1R inv ag: -4%; GLP1R cytotox: 10%; SW480 rerep: 2%; GLP1R ag: -16%; TDP-43 yeast inh: -8%; HT1080-NT tox: 0%; KB-V1 cytotox: 0%

Results for CCOC(=O)Cc1csc2nc3sc(C)c(C)c3c(=O)n12 ?
HT1080 IDH1KD tx: 8%; KB-3-1 cytotox: 12%; GLP-1R inv ag: -6%; GLP1R cytotox: -5%; SW480 rerep: -8%; GLP1R ag: 3%; TDP-43 yeast inh: 28%; HT1080-NT tox: 17%; KB-V1 cytotox: -1%

How did Cc1c(Cc2ccccc2)sc(NC(=O)/C=C/c2cccc3ccccc23)c1C(N)=O do in these assays?
HT1080 IDH1KD tx: 33µM*; KB-3-1 cytotox: 9.2µM*; GLP-1R inv ag: inconclusive; GLP1R cytotox: -14%; SW480 rerep: inconclusive; GLP1R ag: 6%; TDP-43 yeast inh: 16%; HT1080-NT tox: 13µM*; KB-V1 cytotox: inconclusive

What do the screens show for `COCCCNC(=O)Cn1cnc(C(=O)Nc2ccc(C)c(C)c2)n1`?
HT1080 IDH1KD tx: 12%; KB-3-1 cytotox: -6%; GLP-1R inv ag: -2%; GLP1R cytotox: -7%; SW480 rerep: -5%; GLP1R ag: -2%; TDP-43 yeast inh: 16%; HT1080-NT tox: 9%; KB-V1 cytotox: -6%

Results for Cc1noc(C)c1S(=O)(=O)Nc1ccc(C(C)C)cc1 ?
HT1080 IDH1KD tx: 0%; KB-3-1 cytotox: -1%; GLP-1R inv ag: inconclusive; GLP1R cytotox: 0%; SW480 rerep: inconclusive; GLP1R ag: 1%; TDP-43 yeast inh: inconclusive; HT1080-NT tox: -7%; KB-V1 cytotox: 5%

How did CCOc1ccc(/C=C/C(=O)Oc2ccccc2)cc1 do in these assays?
HT1080 IDH1KD tx: 8%; KB-3-1 cytotox: -7%; GLP-1R inv ag: 13%; GLP1R cytotox: 1%; SW480 rerep: -31%[inhibitor]; GLP1R ag: -7%; TDP-43 yeast inh: inconclusive; HT1080-NT tox: 13%; KB-V1 cytotox: 8%

Results for COc1ccc(CNC(=O)C2CCCN2C)cc1OC (centres undefined) ?
HT1080 IDH1KD tx: 7%; KB-3-1 cytotox: 18%; GLP-1R inv ag: 8%; GLP1R cytotox: 3%; SW480 rerep: 0%; GLP1R ag: -1%; TDP-43 yeast inh: 0%; HT1080-NT tox: 7%; KB-V1 cytotox: -4%

Results for Cc1c(NC(=O)c2cc(-n3cnnc3)ccc2Cl)cccc1-c1nc2ccccc2s1 ?
HT1080 IDH1KD tx: inconclusive; KB-3-1 cytotox: 10%; GLP-1R inv ag: -3%; GLP1R cytotox: inconclusive; SW480 rerep: 2%; GLP1R ag: 2%; TDP-43 yeast inh: -22%; HT1080-NT tox: -17%; KB-V1 cytotox: -2%

Results for C=CCNC(=O)C(=O)NCC1CCCN1S(=O)(=O)c1cccs1 (centres undefined) ?
HT1080 IDH1KD tx: 23%; KB-3-1 cytotox: -2%; GLP-1R inv ag: 3%; GLP1R cytotox: -1%; SW480 rerep: -5%; GLP1R ag: -6%; TDP-43 yeast inh: 19%; HT1080-NT tox: 4%; KB-V1 cytotox: 4%

Results for Cc1cc(C)c(NC(=O)CN(C)CC(=O)Nc2cccc(S(=O)(=O)N(C)c3ccccc3)c2)c(C)c1 ?
HT1080 IDH1KD tx: -18%; KB-3-1 cytotox: -15%; GLP-1R inv ag: inconclusive; GLP1R cytotox: -18%; SW480 rerep: -9%; GLP1R ag: -9%; TDP-43 yeast inh: -14%; HT1080-NT tox: -11%; KB-V1 cytotox: inconclusive

How did CC(C)NC(=O)N(C)C[C@H]1Oc2c(NC(=O)C3CC3)cccc2C(=O)N([C@H](C)CO)C[C@@H]1C do in these assays?
HT1080 IDH1KD tx: 1%; KB-3-1 cytotox: -6%; GLP-1R inv ag: 13%; GLP1R cytotox: 6%; SW480 rerep: -6%; GLP1R ag: -4%; TDP-43 yeast inh: -20%; HT1080-NT tox: -7%; KB-V1 cytotox: 7%

What do the screens show for `C=CCNC(=O)CC(=O)N/N=C/c1cccc(C)c1`?
HT1080 IDH1KD tx: 5%; KB-3-1 cytotox: 5%; GLP-1R inv ag: 1%; GLP1R cytotox: -17%; SW480 rerep: -1%; GLP1R ag: 9%; TDP-43 yeast inh: 5%; HT1080-NT tox: 1%; KB-V1 cytotox: 16%

Results for CCc1ccc(/C=C/C(=O)c2ccc(S(=O)(=O)N(C)C)cc2)cc1 ?
HT1080 IDH1KD tx: 0%; KB-3-1 cytotox: -7%; GLP-1R inv ag: -25%; GLP1R cytotox: -24%; SW480 rerep: inconclusive; GLP1R ag: -6%; TDP-43 yeast inh: 20%; HT1080-NT tox: 8%; KB-V1 cytotox: 21µM*

How did O=C(CSc1ncc(-c2ccccc2)[nH]1)Nc1ccccc1 do in these assays?
HT1080 IDH1KD tx: 15%; KB-3-1 cytotox: -11%&2%; GLP-1R inv ag: -16%&-1%; GLP1R cytotox: -8%&0%; SW480 rerep: 0%; GLP1R ag: 6%; TDP-43 yeast inh: 0%&-10%; HT1080-NT tox: 0%; KB-V1 cytotox: -7%&-27%

How did COCCCNC(=O)C1CC(=O)N(C2CCCC2)C1 (centres undefined) do in these assays?
HT1080 IDH1KD tx: 0%; KB-3-1 cytotox: 0%; GLP-1R inv ag: -4%; GLP1R cytotox: -6%; SW480 rerep: 0%; GLP1R ag: -3%; TDP-43 yeast inh: -18%; HT1080-NT tox: 3%; KB-V1 cytotox: 5%

What do the screens show for `Cc1ccc(C(O)(c2ccccc2)c2ccccc2C(C)N(C)C)c(C)c1` (centres undefined)?
HT1080 IDH1KD tx: inconclusive; KB-3-1 cytotox: 1%; GLP-1R inv ag: 10µM*; GLP1R cytotox: inconclusive; SW480 rerep: -3%; GLP1R ag: -7%; TDP-43 yeast inh: -14%; HT1080-NT tox: inconclusive; KB-V1 cytotox: 18µM*

How did Cc1[nH][nH]c(=O)c1C=NCc1cccc(C(F)(F)F)c1 do in these assays?
HT1080 IDH1KD tx: -1%; KB-3-1 cytotox: 2%; GLP-1R inv ag: 5%; GLP1R cytotox: -28%; SW480 rerep: 16%; GLP1R ag: -1%; TDP-43 yeast inh: 4%; HT1080-NT tox: 0%; KB-V1 cytotox: 3%

Results for CC(=O)Nc1ccc(S(=O)(=O)NC(C(=O)O)C2=CCC=CC2)cc1 (centres undefined) ?
HT1080 IDH1KD tx: 14%; KB-3-1 cytotox: -3%; GLP-1R inv ag: -2%; GLP1R cytotox: 1%; SW480 rerep: 0%; GLP1R ag: 4%; TDP-43 yeast inh: 4%; HT1080-NT tox: 9%; KB-V1 cytotox: 5%

Results for CNc1nc(NC)nc(NNC(=O)c2ccccc2)n1 ?
HT1080 IDH1KD tx: 17%; KB-3-1 cytotox: 7%; GLP-1R inv ag: 15%; GLP1R cytotox: -5%; SW480 rerep: -2%; GLP1R ag: 1%; TDP-43 yeast inh: 8%; HT1080-NT tox: 10%; KB-V1 cytotox: -2%

How did CC(C)CC(NC(N)=O)C(=O)OCC(=O)Nc1ccc(OC(F)F)cc1 (centres undefined) do in these assays?
HT1080 IDH1KD tx: 13%; KB-3-1 cytotox: 3%; GLP-1R inv ag: -15%; GLP1R cytotox: 16%; SW480 rerep: -1%; GLP1R ag: 5%; TDP-43 yeast inh: -20%; HT1080-NT tox: 5%; KB-V1 cytotox: -5%

What do the screens show for `CCc1nnc(NC(=O)C2=CCN(S(=O)(=O)c3ccc(F)cc3)CC2)s1`?
HT1080 IDH1KD tx: 4%; KB-3-1 cytotox: 2%; GLP-1R inv ag: -9%; GLP1R cytotox: -6%; SW480 rerep: -1%; GLP1R ag: -2%; TDP-43 yeast inh: 7%; HT1080-NT tox: 9%; KB-V1 cytotox: 14%
